# DAX1 inh-1: inhibitors of DAX1 repression of SF-1 activated StAR promoter | HEK293T StAR-luciferase reporter, SF-1/DAX-1 repression relief | inhibition, % at 6.8 µM | actives 1.1% (n = 370,000) | AID 652010;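 active means inhibition above the mean over all tested compounds plus 3 SD, cut at about 3.6% in these data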;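 further: 0% = DAX-1 cells with DMSO and 100% = cells lacking DAX-1 with DMSO; higher inhibition means more luminescence from relief of DAX-1 repression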
# sPLA2-III inh: Blocks human group III sPLA2 activity; Q9NZ20; QFRET BODIPY PC-A2 liposome hydrolysis, fluorescence; inhibition, % at 12.2 µM; actives 0.56% (n = 370,000); AID 743126;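 active means inhibition above mean plus 3 SD of compounds lying within the high and low control bounds, cut at about 19% in these data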;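 further: 0% = median of test compound wells and 100% = no enzyme DMSO wells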
# Target sequence (Q9NZ20 whole entry, looked up): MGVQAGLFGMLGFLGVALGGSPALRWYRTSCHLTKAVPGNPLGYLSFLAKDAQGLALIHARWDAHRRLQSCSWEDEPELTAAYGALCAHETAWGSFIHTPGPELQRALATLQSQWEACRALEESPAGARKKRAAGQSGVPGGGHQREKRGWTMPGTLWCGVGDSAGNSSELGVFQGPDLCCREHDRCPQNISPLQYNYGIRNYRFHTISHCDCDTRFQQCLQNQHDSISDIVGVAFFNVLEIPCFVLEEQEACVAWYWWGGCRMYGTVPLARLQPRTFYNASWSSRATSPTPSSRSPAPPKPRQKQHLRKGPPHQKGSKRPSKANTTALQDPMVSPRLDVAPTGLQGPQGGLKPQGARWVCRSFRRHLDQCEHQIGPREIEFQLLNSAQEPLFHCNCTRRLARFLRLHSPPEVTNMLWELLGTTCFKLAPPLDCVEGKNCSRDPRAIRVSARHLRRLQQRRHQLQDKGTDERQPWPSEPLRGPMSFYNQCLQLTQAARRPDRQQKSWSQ
# GC-A act: GC-A (human) enzyme activation. P16066. HEK293 GC-A cells, cGMP TR-FRET, EC30 ANP; 0% at EC30 ANP, 100% saturating ANP. activation, % at 10 µM. actives 0.14% (n = 370,000); in the data active means activation above about 40%
# SMARCA2 activ: activators of SMARCA2 function | MG213 cells, MMTV-luciferase reporter, dexamethasone, overnight | activation, % at 9.1 µM | actives 1% (n = 370,000) | AID 652017; in the data active means activation above about 7.8%;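 further: 0% = vehicle wells and 100% = reference activator wells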
# KLK7 zymogen act: activators of human kallikrein-7 zymogen | AID 652039 | actives 0.9% (n = 370,000) | activation, % at 7 µM | P49862 | purified proKLK7, EDANS-DABCYL substrate fluorescence; 100% is mature enzyme control, 0% vehicle;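 active means activation above the mean of all tested compounds plus 3 SD, computed per campaign excluding outliers beyond control limits, cut at about 13% in these data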
# Target sequence (P49862 whole entry, looked up): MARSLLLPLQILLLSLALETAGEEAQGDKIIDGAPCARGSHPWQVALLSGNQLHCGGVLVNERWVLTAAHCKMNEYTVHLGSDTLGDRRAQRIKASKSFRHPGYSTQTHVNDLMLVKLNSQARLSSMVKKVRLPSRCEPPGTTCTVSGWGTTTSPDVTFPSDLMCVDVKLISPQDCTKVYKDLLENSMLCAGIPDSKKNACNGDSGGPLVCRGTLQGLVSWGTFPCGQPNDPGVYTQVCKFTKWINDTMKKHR
# hcDAF12 agonist: activates DAF-12 receptor from parasite H. contortus. activation, % at 6.8 µM. AID 652067. HEK293 hcDAF-12 lit1-tk-luc reporter, luminescence; 0% DMSO, 100% Δ7-dafachronic acid. actives 1.4% (n = 370,000);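 active means activation above the mean of all tested compounds plus 3 SD, cut at about 5.5% in these data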;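 further: 100% = response to 3 µM Δ7-dafachronic acid high control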
# hgDAF-12 ag: hgDAF-12 agonism, primary luciferase screen; actives 1.8% (n = 370,000); activation, % at 6.8 µM; HEK293 GAL4-hgDAF12 UAS-luciferase reporter, agonist luminescence; normalized to butyrate control;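 active means activation above a cutoff set at the mean of all screened compounds plus 3 SD, cut at about 10% in these data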;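 further: 0% = DMSO wells and 100% = sodium butyrate wells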
# ssDAF12 agonist: S. stercoralis DAF-12 activation, primary screen; HEK293 ssDAF-12/GRIP1 lit1-tk-luc reporter, luminescence; % of 3 µM dafachronic acid response; activation, % at 6.8 µM; actives 1% (n = 370,000); AID 652126;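 active means activation above the mean over all tested compounds plus 3 SD, cut at about 0.9% in these data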;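 further: 0% = DMSO-only wells and 100% = 3 µM delta7-dafachronic acid wells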
# FXN GAA850 act: increases GAA850 frataxin promoter reporter activity. HEK293 lucGAA850 FXN promoter luciferase reporter, 24 h; percent of 10 µM SAHA response. activation, % at 6 µM. actives 0.56% (n = 360,000). AID 540364;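 active means activation above the average of all compounds screened plus 3 SD, cutoff fixed separately per campaign, cut at about 7.5% in these data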;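 further: 0% = DMSO wells and 100% = 10 µM SAHA wells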
# DAX1 inh-2: inhibits human nuclear receptor DAX1; P51843; HEK293 Gal4-DAX1 luciferase reporter, luminescence; inhibition, % at 6.75 µM; actives 0.99% (n = 340,000); AID 504766;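 active means inhibition above the mean over all tested compounds plus 3 SD, cut at about 4.2% in these data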;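 further: 0% = DAX1-transfected cells with DMSO and 100% = empty-vector control cells with DMSO; inhibition shows as a rise in luminescence from relieved DAX1 repression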
# Target sequence (P51843 207-470 limits assumed): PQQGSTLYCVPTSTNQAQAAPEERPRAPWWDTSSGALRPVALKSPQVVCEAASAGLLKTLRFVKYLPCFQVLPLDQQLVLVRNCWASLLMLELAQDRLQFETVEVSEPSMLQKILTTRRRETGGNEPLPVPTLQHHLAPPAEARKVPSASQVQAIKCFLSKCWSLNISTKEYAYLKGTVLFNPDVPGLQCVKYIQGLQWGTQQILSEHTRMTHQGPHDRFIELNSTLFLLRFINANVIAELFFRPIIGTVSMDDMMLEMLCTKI
# NPR2 activator: GC-B (human) receptor activation | P20594 | HEK293-GC-B cells, CNP EC30, cGMP TR-FRET; 0% at EC30 CNP, 100% saturating CNP | activation, % at 10 µM | actives 0.11% (n = 370,000) | AID 1920062;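 active means activation at 10 µM reaching about 35% in either raw or pattern-adjusted values, limit read from the data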
# Starred values were filed as active, the others as inactive; . = not tested or not shown.
# Second line of a record: DAX1 inh-1	sPLA2-III inh	GC-A act	SMARCA2 activ	KLK7 zymogen act	hcDAF12 agonist	hgDAF-12 ag	ssDAF12 agonist	FXN GAA850 act	DAX1 inh-2	NPR2 activator
CN1CCN(S(=O)(=O)c2ccc(NC(=O)COc3ccccc3Cl)cc2)CC1
  0.0	-5	-5	0	-0.1	-3.0	-0.4	-1.4	0.7	0.1	0
Nc1ccn([C@@H]2O[C@H](C(=O)N[C@H](Cc3ccccc3)C(=O)NCC(=O)N3CCOCC3)[C@@H](O)[C@H]2O)c(=O)n1
  1.5	-4	-1	-1	0.1	-0.2	1.2	-0.9	.	.	2
CCOc1ccc(N(CC(=O)NCc2ccccc2Cl)S(=O)(=O)c2c(C)[nH]c(=O)[nH]c2=O)cc1
  -0.1	-12	4	2	0.1	-0.5	5.4	-1.4	-0.1	0.5	-6
COc1ccc(Cl)cc1NC(=S)Nc1ccccc1C
  -0.4	5	-2	4	-0.1	0.9	-3.5	-1.2	3.8	-0.3	0
COC(CN(C)C(=O)c1ccc(CS(=O)(=O)c2ccccc2C)o1)OC
  -0.2	-1	0	-3	-0.5	-0.6	-1.4	-0.8	-0.8	0.3	3
Cc1ccc(S(=O)(=O)N2C[C@@H]3CCCC[C@@H]3[C@@H](C)[C@H]2c2cn(Cc3ccccc3)c3ccc(F)cc23)cc1
  0.0	-1	3	-3	1.0	2.5	1.6	-0.8	-0.8	-0.3	3
CN(C)CCOC(=O)NC12CC3CC(CC(C3)C1)C2
  -0.2	0	-3	-1	-0.2	0.5	-1.3	-2.0	1.5	0.6	-2
Cc1cc(NC(=O)Cn2cc(C(F)(F)F)cc(Cl)c2=O)no1
  0.0	-3	1	1	-0.2	-0.6	1.2	0.6	-1.6	0.1	5
CC1(c2ccc(Cl)cc2)NC(=O)N(CC(=O)Nc2ccc3c(c2)OCO3)C1=O (stereo not given)
  -1.1	-13	2	-3	-0.4	-0.1	-0.4	-1.1	0.4	0.5	-2
COc1ccc(OC)c(C2=Nn3c(nnc3-c3cc(C)[nH]n3)SC2)c1
  -0.4	-8	11	-1	0.2	-1.8	-3.4	-1.0	1.0	3.5	5
O=C(COc1ccc(S(=O)(=O)N2CCCCC2)cc1)NCc1ccccn1
  0.9	-4	-3	-2	-0.4	-1.7	-5.5	-0.9	0.0	0.2	9
CC1CN(C(=O)CCC(=O)NCc2ccccc2)c2cc(Cl)ccc2O1 (stereo not given)
  0.8	2	-7	-4	-0.2	-2.0	-3.3	-1.4	-1.6	2.2	-6
CCN(Cc1ccccc1)C(=O)Cn1c(=O)n(-c2ccc(OC)cc2OC)c(=O)c2c(C)c(C)sc21
  0.0	3	0	-1	0.6	-0.7	1.7	-1.2	0.1	2.5	5
CCOC(=O)c1cc(C)nn1-c1nc(Cl)cc(OC)n1
  -0.2	5	2	-2	-0.2	-2.8	-1.4	-0.5	1.2	0.7	-4
CC(C)(C)NC(=O)Cn1c(=O)c(=O)n(Cc2ccccc2)c2ccc(Cl)cc21
  -0.2	-1	-3	-3	-0.2	0.6	-5.0	-1.5	-1.3	-0.1	-1
Cc1ccsc1C(=O)NNC(=O)Nc1ccc(Cl)c(Cl)c1
  1.1	-2	5	2	-0.2	1.7	1.4	-0.4	2.8	0.4	12
CC1(C)CC(=O)C(C=Nc2cccnc2/N=C/C2=C(O)CC(C)(C)CC2=O)=C(O)C1
  0.7	-31	3	-1	25*	0.6	3.1	-0.8	1.5	-0.4	1
Cc1ccc(S(=O)(=O)N(C)c2ccc(OCC(=O)OCC(=O)N(CC#N)c3ccccc3)cc2)cc1
  -0.1	-8	1	-3	-0.3	-0.7	0.0	-0.8	1.6	0.8	-3
CCN(CC)CCCNC(=S)N1CCN(c2nc(-c3ccccc3)cs2)CC1
  -1.0	8	0	0	0.0	-3.2	-6.0	-1.3	0.1	-0.2	-2
C[C@@H]1CN([C@H](C)CO)C(=O)c2cc(-c3ccc(C#N)cc3)cnc2O[C@H]1CN(C)C(=O)c1ccccc1
  -0.9	-2	-1	-2	-0.2	-1.8	-0.7	-1.1	0.0	0.7	-3
COC(=O)C1=CN(C)C=C(C(=O)OC)C1c1ccccc1Cl
  -0.8	9	-1	3	24*	-0.9	-1.7	-0.2	0.7	0.8	-4
Cc1ccc(C(=O)NNC(=O)CCn2nnc3ccccc32)cc1
  -0.7	-3	3	-1	-0.3	0.9	-1.4	-1.6	0.9	-0.3	2
Cc1ccc(C)c(C(=O)CN2C(=O)NC3(CCC(C)CC3)C2=O)c1 (stereo not given)
  -0.2	-10	-4	-3	0.1	-0.6	-0.8	-1.5	2.6	0.4	-3
Cc1ccc2c(C(=O)CCl)c(C)[nH]c2c1
  -0.8	-3	4	3	-1.0	0.1	-2.4	-0.4	3.7	0.0	4
Cc1ccccc1OCCC(=O)OCC(=O)N1CCN(S(=O)(=O)c2ccc(Cl)cc2)CC1
  -0.7	-24	-1	2	0.7	-1.8	-0.4	-0.5	-0.1	-0.1	-7
N/C(=N\OC(=O)COc1ccc(Br)cc1Cl)c1ccccn1
  4.2*	-11	13	5	0.8	9.8*	7.8	0.1	-1.7	-1.4	-1
O=C(Cn1cnc2c(nnn2Cc2ccccc2)c1=O)NCC1CCCO1 (stereo not given)
  2.9	0	5	2	0.6	0.4	1.4	-1.0	-0.9	0.2	-1
c1coc(-c2nc3ccccc3nc2-c2ccco2)c1
  -0.3	-4	.	2	0.4	1.7	-1.3	-0.9	2.2	-0.7	.
Cc1ccc(S(=O)(=O)CS(=O)(=O)c2ccc(C)cc2)cc1
  -0.8	-9	1	-5	0.1	-0.3	-1.4	-1.0	-0.7	1.6	3
O=C(COC(=O)CC1CCCCC1)Nc1c(Cl)cccc1Cl
  1.0	7	-4	-2	-0.1	-1.3	0.3	-1.6	0.9	0.4	-1
Cc1ccc(NS(=O)(=O)Cc2ccccc2)nc1
  0.5	0	0	2	5.0	1.7	5.3	-0.6	0.8	0.5	3
CC(C)(C)NC(=O)CN(C(=O)CNS(=O)(=O)c1ccc(Cl)cc1)c1ccc2c(c1)OCCO2
  -0.3	-7	1	-3	-0.8	2.0	1.0	-0.9	0.1	-1.2	1
CCOc1ccc(CC2CC(=O)NC2=O)cc1 (stereo not given)
  0.2	10	-1	-3	0.6	-2.2	0.7	-0.9	0.7	0.2	0
O=C(NC1CCCCCCC1)c1ccccc1O
  0.8	2	1	4	-7.9	2.6	7.7	-0.5	4.3	0.3	-1
CCN1C(=O)NC2=C(C(=O)c3ccccc32)C1c1ccccc1F (stereo not given)
  -0.4	11	-9	-1	-0.2	-1.5	-2.3	-0.9	0.4	-1.0	-8
Nc1nc(=O)n([C@@H]2CS[C@H](CO)O2)cc1F
  -0.1	13	-1	-6	0.3	1.6	3.3	-1.3	.	.	2
CCOC(=O)N1CCN(C(=O)CSc2ccc(C(F)(F)F)cc2[N+](=O)[O-])CC1
  0.0	14	4	1	-0.1	0.9	1.9	-0.8	-1.4	1.2	1
Cc1cc(C)n2nc(C)c(-c3ccc(Cl)cc3)c2n1
  0.0	-2	-6	1	1.1	-2.1	4.5	-1.3	2.2	1.0	0
CCCOc1ccccc1/C=N/NC(=O)C1CC1
  -2.6	6	-1	-2	0.1	0.6	2.0	-1.2	0.8	0.4	3
COc1ccc2c(C)cc(N3CCN(Cc4ccccc4)CC3)nc2c1
  0.4	2	3	-2	-0.9	1.9	-3.0	-0.8	2.2	-0.1	-1
COc1cc(C(=O)N/N=C(\Cc2ncc[nH]2)c2ccccc2)cc(OC)c1OC
  1.5	-3	0	1	3.1	-1.0	-5.9	-1.1	-1.8	0.5	1
CN(c1cccc(NC(=O)c2ccc(N(C)S(=O)(=O)c3ccccc3)cc2)c1)S(C)(=O)=O
  -4.1	-13	1	-4	1.2	-5.0	-7.4	-2.6	-3.8	-5.3	2
CCOC(=O)N1CCN(S(=O)(=O)c2ccc3[nH]cc(C(=O)O)c(=O)c3c2)CC1
  -0.2	-2	-5	1	-1.2	0.0	3.1	-0.7	0.7	-0.5	0
O=C1C(Cc2ccccc2)Nc2ncnc(N3CCCCC3)c2N1Cc1ccccc1 (stereo not given)
  0.4	2	-8	0	0.2	-1.8	-0.2	-1.4	0.4	0.2	-6
COc1cccc(CNC(=O)CCCN2C(=O)COc3ccc(C)cc32)c1OC
  -0.6	-3	-3	3	-0.3	0.9	-0.7	-1.7	.	.	-10
O=C(CCCn1c(=O)[nH]c2cc(Cl)ccc2c1=O)NC1CCCCCC1
  0.3	-2	-10	0	-0.4	-1.9	0.1	-1.2	0.8	0.6	-8
Cc1cccc(NC(=O)/C(C#N)=C/c2cn(CC(=O)NCc3ccco3)c3ccccc23)c1
  -0.2	2	-1	3	-0.6	-1.4	-1.3	-1.1	-0.5	-0.8	-4
Cc1ccc(NC(=S)NNC(=O)Cn2nc(C(F)F)cc2C(F)F)cc1
  -0.2	4	2	0	0.1	-0.2	0.0	-0.8	0.0	-0.8	-3
COCCN1C(=O)c2ccc(C(=O)Nc3cccnc3)cc2C1=O
  -1.7	3	1	-2	-0.4	-1.0	-2.1	-0.9	1.9	0.2	-1
N#Cc1ccc(C(=O)Nc2cc(-c3ccccc3)nn2-c2ccccc2)cc1
  -0.8	-12	-5	-1	0.1	-2.0	2.7	-1.4	2.6	-0.4	2
Cc1nn(-c2ccccc2)c(C)c1/C=N/N1CCN(c2ccccn2)CC1
  0.1	1	8	-3	-0.3	-0.1	3.5	-1.3	0.1	-1.3	1
COc1ccc(N2C(=O)CC(N3CCCCC3)C2=O)cc1 (stereo not given)
  -0.1	2	-2	6	-0.4	0.0	1.3	-0.4	-0.6	1.8	-1
O=C(COC(=O)Cc1ccc(S(=O)(=O)N2CCOCC2)s1)NCc1ccc(Cl)cc1
  -0.1	-28	-2	-2	-0.1	-0.6	2.4	-1.0	3.6	0.6	-3
CCOc1ccc(NC(=O)CCN2CCN(S(=O)(=O)c3ccc(Cl)cc3)CC2)cc1
  -1.3	-26	-3	-6	-0.1	-3.5	-3.2	-1.7	-2.5	0.0	3
Cc1cc(Br)ccc1SCC(=O)OCC(=O)NCc1ccco1
  -0.1	-19	-2	-2	-0.4	-0.8	0.7	-1.1	-1.5	-1.1	-6
COCCCNC(=O)CN(c1ccc(Cl)c(Cl)c1)S(C)(=O)=O
  0.0	3	0	-1	0.5	-2.2	-0.5	-1.7	2.2	-0.1	0
COc1ccccc1OCCOCCOc1ccc(C)cc1Br
  0.0	-20	0	-3	0.3	-2.4	-1.6	-1.1	-0.5	-0.2	-1
CN1CCN(C(=O)N2c3ccccc3CCc3ccccc32)CC1
  1.1	2	-28	1	0.1	-0.3	4.5	-0.9	-0.1	-0.9	-18

# Assay outcomes (PubChem BioAssay)
